Screening results as filed in PubChem BioAssay.
pPAFAH FP inh: inhibitors of human plasma PAF acetylhydrolase (pPAFAH); inhibition, % at 3.39 µM; AID 463082; actives 1.5% (n = 330,000); Q13093; recombinant pPAFAH, FP-rhodamine probe fluorescence polarization;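 active = inhibition above the mean inhibition across the screen plus 3 SD, cut at about 25% in these data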;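 also: inhibitors block binding of the rhodamine activity-based probe so polarization drops; 0% = enzyme with DMSO and 100% = wells lacking pPAFAH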
PREPL inhibitor: inhibits the human prolyl oligopeptidase-like enzyme; Q4J6C6; recombinant PREPL, fluorescence polarization activity-based probe; inhibition, % at 5.96 µM; actives 0.68% (n = 320,000); AID 2751; in the data active = inhibition above about 43%;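 also: 0% = enzyme with DMSO and 100% = wells lacking enzyme; many of its hits are not listed in these tables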
PAFAH1B3 inh: inhibitors of human PAFAH1B3 | recombinant PAFAH1B3, FP-rhodamine probe, fluorescence polarization | inhibition, % at 3.39 µM | actives 0.28% (n = 340,000) | Q15102;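 active = inhibition above the screen-wide average of all tested compounds plus 3 SD, cut at about 25% in these data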;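 also: 0% = enzyme with DMSO only and 100% = wells lacking PAFAH1B3 protein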
Target sequence (Q15102 whole entry, looked up): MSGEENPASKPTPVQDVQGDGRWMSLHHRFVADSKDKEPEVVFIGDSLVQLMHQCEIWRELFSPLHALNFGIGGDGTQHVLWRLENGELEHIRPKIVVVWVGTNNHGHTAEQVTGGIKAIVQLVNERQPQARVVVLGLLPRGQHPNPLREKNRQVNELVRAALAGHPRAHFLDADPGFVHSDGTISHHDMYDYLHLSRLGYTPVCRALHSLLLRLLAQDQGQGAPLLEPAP
ZTA counter: blocks Epstein-Barr virus ZTA, an EBNA-1 counter-screen; ZTA-DNA binding, fluorescence polarization; P03206; actives 0.15% (n = 320,000); AID 2234; inhibition, % at 11 µM; in the data active = inhibition above about 33%
PAFAH2 inh: inhibitors of human PAFAH2. actives 0.99% (n = 340,000). recombinant PAFAH2, FP-rhodamine activity probe, fluorescence polarization. Q99487. inhibition, % at 3.39 µM;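 active = inhibition above the mean over all tested compounds plus 3 SD, cut at about 30% in these data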;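 also: inhibitors block probe labeling of enzyme so polarization drops; 0% = enzyme with DMSO and 100% = wells lacking PAFAH2 protein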
LYPLA1 inh: LYPLA1 (human) inhibition in PME1 counter-screen; recombinant LYPLA1, FP-Rh probe fluorescence polarization; inhibition, % at 5.9 µM; actives 0.16% (n = 320,000);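 active = inhibition above the mean of all tested compounds plus 3 SD, set per campaign, cut at about 14% in these data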;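 also: inhibitors block serine hydrolase probe labeling of LYPLA1 so polarization falls; 0% = enzyme with DMSO and 100% = wells lacking LYPLA1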
Target sequence (O75608 whole entry, looked up): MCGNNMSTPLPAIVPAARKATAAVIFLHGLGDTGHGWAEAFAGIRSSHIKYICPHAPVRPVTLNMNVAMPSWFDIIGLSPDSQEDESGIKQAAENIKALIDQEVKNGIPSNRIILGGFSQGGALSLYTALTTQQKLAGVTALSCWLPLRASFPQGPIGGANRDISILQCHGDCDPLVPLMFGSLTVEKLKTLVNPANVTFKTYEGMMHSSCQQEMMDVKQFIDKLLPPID
PAFAH1B2 FP inh: PAFAH1B2 (human) inhibition; P68402; recombinant PAFAH1B2, FP-rhodamine activity probe, fluorescence polarization; actives 1.2% (n = 340,000); AID 492953; inhibition, % at 3.39 µM;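 active = inhibition above the mean of all tested compounds plus 3 SD, cut at about 24% in these data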;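 also: 0% = enzyme with DMSO and 100% = wells lacking PAFAH1B2; many of its hits are not listed in these tables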
Target sequence (P68402 whole entry, looked up): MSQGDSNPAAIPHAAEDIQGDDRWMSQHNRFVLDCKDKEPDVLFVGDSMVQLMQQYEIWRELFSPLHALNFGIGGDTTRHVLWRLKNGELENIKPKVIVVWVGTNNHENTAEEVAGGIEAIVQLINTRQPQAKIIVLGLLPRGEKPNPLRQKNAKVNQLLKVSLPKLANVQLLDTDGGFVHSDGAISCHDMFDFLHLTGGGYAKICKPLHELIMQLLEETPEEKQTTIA
LYPLA2 counter: LYPLA2 (human) inhibition in PME1 counter-screen; O95372; recombinant LYPLA2, FP-Rh probe fluorescence polarization; inhibition, % at 5.9 µM; actives 0.38% (n = 320,000);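 active = inhibition above the screen-wide mean plus 3 SD, limit set per campaign, cut at about 26% in these data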;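 also: 0% = LYPLA2 with DMSO and 100% = wells lacking LYPLA2 enzyme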
Target sequence (O95372 whole entry, looked up): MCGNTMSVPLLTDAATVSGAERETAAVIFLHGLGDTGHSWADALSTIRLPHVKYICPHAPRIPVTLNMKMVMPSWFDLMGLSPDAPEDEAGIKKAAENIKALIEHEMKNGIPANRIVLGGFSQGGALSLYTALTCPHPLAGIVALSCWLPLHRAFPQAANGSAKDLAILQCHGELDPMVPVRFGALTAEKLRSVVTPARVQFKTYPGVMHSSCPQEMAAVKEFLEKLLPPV
EBNA-1 inh: blocks EBNA-1 binding to DNA; EBNA-1 DNA binding, fluorescence polarization; inhibition, % at 14.8 µM; actives 0.34% (n = 300,000); AID 1950; in the data active = inhibition above about 28%
* = called active by the depositor; x = not tested or not shown.

#1 CN1CCN(Cc2nc3c(c(=O)n(C)c(=O)n3C)n2CCCc2ccccc2)CC1
#2 Cc1cc(C)c2[nH]c(=O)c(CN(CC3CCCO3)S(=O)(=O)c3ccc4c(c3)OCCO4)cc2c1 (centres undefined)
#3 CC(=O)N(C)c1ccc(OCC(O)COc2ccc(N(C)C(C)=O)cc2)cc1
#4 CC(C)CC(NC(=O)c1ccc(Cl)cc1)C(=O)OCc1cc([N+](=O)[O-])cc2c1OCOC2 (centres undefined)
#5 COc1ccc(CCNC(=O)CS(=O)Cc2nc(-c3cccs3)oc2C)cc1OC (centres undefined)
#6 O=S(=O)(NCc1cccnc1)c1ccc(Cl)c2ccccc12
compound no.	1	2	3	4	5	6
LYPLA1 inh	-1	-4	0	-10	-2	0
ZTA counter	5	-10	18	6	3	-4
PAFAH2 inh	-5	2	3	-1	-3	-1
EBNA-1 inh	-5	-10	4	-2	4	2
pPAFAH FP inh	4	-3	2	0	7	1
PAFAH1B3 inh	3	13	7	12	0	2
PREPL inhibitor	6	11	7	1	4	6
PAFAH1B2 FP inh	5	2	0	-1	2	-1
LYPLA2 counter	2	0	2	-3	-2	2

#7 CC(CO)Nc1nc(SCc2ccccc2)nc2sc3c(c12)CCC3 (centres undefined)
#8 CC(=O)c1ccc(S(=O)(=O)NC2CCCCCCC2)cc1
#9 Cc1noc(NS(=O)(=O)c2ccc(NC(=O)CSc3nc4ccccc4[nH]3)cc2)c1C
#10 O=c1oc2ccccc2c(O)c1/C=N/c1ncccn1
#11 COc1cc(C(=O)NC2CCN(CC(=O)NC3CCCCC3)CC2)cc(OC)c1OC
#12 COc1cc([C@H](Cc2ccccc2)NC(C)=O)oc(=O)c1
compound no.	7	8	9	10	11	12
LYPLA1 inh	-7	0	4	-5	0	6
ZTA counter	6	-2	-13	15	-15	-6
PAFAH2 inh	5	5	0	2	0	9
EBNA-1 inh	9	4	1	8	-11	8
pPAFAH FP inh	14	12	14	2	3	11
PAFAH1B3 inh	6	5	7	-3	0	1
PREPL inhibitor	44*	-1	11	7	-5	4
PAFAH1B2 FP inh	7	22	4	-4	-3	1
LYPLA2 counter	-5	4	6	-2	-5	3

Fetched by structure from above (five):
#12 COc1cc([C@H](Cc2ccccc2)NC(C)=O)oc(=O)c1
#7 CC(CO)Nc1nc(SCc2ccccc2)nc2sc3c(c12)CCC3 (centres undefined)
#9 Cc1noc(NS(=O)(=O)c2ccc(NC(=O)CSc3nc4ccccc4[nH]3)cc2)c1C
#10 O=c1oc2ccccc2c(O)c1/C=N/c1ncccn1
#8 CC(=O)c1ccc(S(=O)(=O)NC2CCCCCCC2)cc1
compound no.	12	7	9	10	8
LYPLA1 inh	6	-7	4	-5	0
ZTA counter	-6	6	-13	15	-2
PAFAH2 inh	9	5	0	2	5
EBNA-1 inh	8	9	1	8	4
pPAFAH FP inh	11	14	14	2	12
PAFAH1B3 inh	1	6	7	-3	5
PREPL inhibitor	4	44*	11	7	-1
PAFAH1B2 FP inh	1	7	4	-4	22
LYPLA2 counter	3	-5	6	-2	4

Additional structures:
#13 COCCN(C(=O)CCC(=O)Nc1ccccn1)C(C(=O)NCCC(C)C)c1ccc(C)cc1 (centres undefined)
#14 C#CCNC(=O)C1=C[C@@H](c2ccc(C(F)(F)F)cc2)[C@H](CCCO)[C@@H](OCC)O1
#15 Cc1cc(-c2n[nH]c(=S)n2/N=C/C(Br)=C/c2ccccc2)n[nH]1
#16 CCOCC(=O)Nc1cc(C(=O)Nc2ccccc2)ccc1Cl
#17 O=C(O)CCC(=O)NC1CCCCCCC1
#18 Cc1csc(SCC(=O)c2ccc(S(=O)(=O)N3CCOCC3)cc2)n1
compound no.	13	14	15	16	17	18
LYPLA1 inh	-1	-2	-2	0	-5	-4
ZTA counter	-9	3	16	0	10	-2
PAFAH2 inh	3	-2	15	-3	-1	9
EBNA-1 inh	-12	6	-3	1	-16	-13
pPAFAH FP inh	-1	3	1	4	-3	6
PAFAH1B3 inh	2	14	5	-4	-4	12
PREPL inhibitor	3	5	-3	-2	5	-2
PAFAH1B2 FP inh	4	1	-2	-1	11	4
LYPLA2 counter	-4	-3	-4	3	1	1

#19 CC1(C)O[C@@H](CC(=O)O)[C@]23CO[C@H](C(=O)[C@]4(C)C2CC[C@@]2(C)[C@H](c5ccoc5)OC(=O)C5O[C@]524)[C@@H]13 (some centres undefined)
#20 CCn1c2ccccc2c2cc(NC(=O)CN(C)CC(=O)Nc3ccc(N4CCOCC4)cc3)ccc21
#21 Cn1c(=O)c2c(nc(N/N=C/c3cccs3)n2C)n(C)c1=O
#22 COC(=O)COc1cccc(NC(=O)C(c2ccccc2)c2ccccc2)c1
#23 O=C(Nc1ccccc1)Nc1ccccc1C(=O)NCc1ccco1
#24 O=C(NCc1ccccn1)c1cccc(NS(=O)(=O)c2ccccc2)c1
compound no.	19	20	21	22	23	24
LYPLA1 inh	x	-1	0	-6	-1	1
ZTA counter	x	-12	-6	-7	-2	4
PAFAH2 inh	4	1	4	9	0	-2
EBNA-1 inh	x	-3	-2	-5	-2	9
pPAFAH FP inh	3	38*	5	-4	-4	7
PAFAH1B3 inh	0	4	-6	10	7	6
PREPL inhibitor	15	18	11	-4	14	-2
PAFAH1B2 FP inh	5	5	7	8	-4	6
LYPLA2 counter	x	5	1	0	-1	6

#25 O=c1[nH]c2ccccc2c(O)c1-c1cc2ccccc2oc1=O
#26 Cc1ccc(C(=O)NCCC2=CCCCC2)cc1S(=O)(=O)N1CCOCC1
#27 COc1cccc(C2N(c3ccc(Cl)cc3)C(=O)C3CCCN32)c1 (centres undefined)
#28 C=COCCn1c(=N)n(CCC)c2ccccc21
#29 CN1CCN(c2ccc(NC(=O)COc3ccc4ccccc4c3)cc2)CC1
#30 Oc1c(Cl)cccc1C=Nc1cc(C(F)(F)F)ccc1N1CCCC1
compound no.	25	26	27	28	29	30
LYPLA1 inh	0	-2	0	1	2	0
ZTA counter	-13	0	4	-1	-17	2
PAFAH2 inh	x	1	6	6	-2	1
EBNA-1 inh	-4	-14	-1	2	2	12
pPAFAH FP inh	6	4	5	0	2	21
PAFAH1B3 inh	x	-2	4	5	8	13
PREPL inhibitor	7	0	-4	14	52*	0
PAFAH1B2 FP inh	x	15	-1	5	3	1
LYPLA2 counter	4	-4	0	3	4	5

Compound profiles, from the list above. Screens in order: LYPLA1 inh, ZTA counter, PAFAH2 inh, EBNA-1 inh, pPAFAH FP inh, PAFAH1B3 inh, PREPL inhibitor, PAFAH1B2 FP inh, LYPLA2 counter
`COc1cccc(C2N(c3ccc(Cl)cc3)C(=O)C3CCCN32)c1` (centres undefined) reads 0, 4, 6, -1, 5, 4, -4, -1, 0
`Oc1c(Cl)cccc1C=Nc1cc(C(F)(F)F)ccc1N1CCCC1` reads 0, 2, 1, 12, 21, 13, 0, 1, 5

Remaining list, next part:
#31 CCOC(=O)CSc1nnc(CNC(=O)c2ccc(OC)cc2)n1Cc1ccccc1
#32 CCCOc1ccc(N2C(=O)CC(SC(=NCC)NCC)C2=O)cc1 (centres undefined)
#33 CCOC(=O)COc1cc(=O)n(CC)c2ccccc12
#34 CC(=O)NCCNC(=O)c1oc2ccccc2c1CSc1ncn[nH]1
#35 CN1C(=S)SC(/[N+]([O-])=C\c2ccccc2)C1(C)C (centres undefined)
#36 O=C(CCNS(=O)(=O)c1ccccc1Cl)N1CCN(c2ccccn2)CC1
compound no.	31	32	33	34	35	36
LYPLA1 inh	0	7	4	-4	3	0
ZTA counter	13	-5	-7	2	-18	5
PAFAH2 inh	4	3	-5	-3	8	7
EBNA-1 inh	8	6	-5	-6	6	x
pPAFAH FP inh	8	1	1	-2	4	-2
PAFAH1B3 inh	11	-2	2	-2	2	2
PREPL inhibitor	-7	7	-6	-7	-9	-3
PAFAH1B2 FP inh	6	2	7	5	6	1
LYPLA2 counter	2	0	7	2	10	0

#37 O=C(COc1ccc(Cl)cc1Cl)N/N=C/c1ccc[nH]1
#38 CCOC(=O)Cc1nnc(NC(=O)CSc2ccccc2)s1
#39 COc1cc2c(cc1OC)CN(c1nc(CN3CCCCC3)nc3sc4c(c13)CCCC4)CC2
#40 COc1ccc(CC(=O)Nc2sccc2C#N)cc1S(=O)(=O)N1CCOCC1
#41 Cc1cc(C(=O)O)c(CSCc2cc(C(=O)O)oc2C)o1
#42 Cc1cc(C)c2c(=O)cc(C(F)F)oc2c1
compound no.	37	38	39	40	41	42
LYPLA1 inh	5	-2	-3	2	4	0
ZTA counter	-2	-7	6	-16	1	-17
PAFAH2 inh	6	7	1	-1	6	5
EBNA-1 inh	-2	-8	2	5	-25	3
pPAFAH FP inh	3	8	5	-1	-4	-8
PAFAH1B3 inh	-1	-1	-7	4	6	7
PREPL inhibitor	26	7	31	20	-4	-2
PAFAH1B2 FP inh	1	-3	3	0	3	-2
LYPLA2 counter	3	-3	0	6	-1	1

#43 Cc1ccc(S(=O)(=O)c2nc(-c3ccc(F)cc3)oc2SCC(=O)NCC2CCCO2)cc1 (centres undefined)
#44 c1csc(CNc2nc(-c3cccs3)nc3ccccc23)c1
#45 CCc1ccccc1Nc1nn2c(=O)c3ccc(C(=O)NCc4ccccn4)cc3nc2s1
#46 CCCOc1ccc(N2C(=O)CC(N(C(=O)c3ccco3)c3ccc(OCCC)cc3)C2=O)cc1 (centres undefined)
#47 CCC1(c2ccc(F)cc2)NC(=O)N(CC(=O)NC2CCCCCC2)C1=O (centres undefined)
#48 CCCCn1c(N)c(N(CCOC)C(=O)C2CCN(S(=O)(=O)c3ccc(F)cc3)CC2)c(=O)[nH]c1=O
#49 O=C(Cc1ccccc1)NNC1CC(=O)N(c2ccc(Oc3ccccc3)cc2)C1=O (centres undefined)
compound no.	43	44	45	46	47	48	49
LYPLA1 inh	-3	-15	-8	-6	x	1	-3
ZTA counter	6	-12	5	0	x	-1	-4
PAFAH2 inh	4	-8	9	2	-1	-5	-2
EBNA-1 inh	10	3	-1	-8	x	-13	5
pPAFAH FP inh	-1	-2	2	-5	-1	-1	14
PAFAH1B3 inh	1	3	6	5	7	-6	-5
PREPL inhibitor	-1	-5	-29	-2	7	1	-10
PAFAH1B2 FP inh	5	-3	0	2	17	0	8
LYPLA2 counter	-2	-24	0	-4	x	1	6

A portion of the library. The share of hits here may be higher or lower than overall.
